Screening data from PubChem BioAssay.
GPR55 activation: GPR55 agonists via beta-arrestin recruitment, primary screen, imaging, U2OS cells, beta-arrestin-GFP redistribution (AID 1961). activation, % at 10 µM, or EC50 in µM where a hit was titrated. 290,000 compounds, 0.048% hits. U2OS GPR55 beta-arrestin-GFP redistribution imaging; higher % means a stronger effect;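 active = activation above 40% with more than 50 cells counted in the well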;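 note: U2OS osteosarcoma cells stably expressing GPR55 and beta-arrestin-GFP; plate controls were DMSO negative control for no effect and LPI positive control for full effect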
P. falciparum M17LAP: P. falciparum M17LAP inhibitors, primary screen, biochemical, fluorogenic H-Leu-NHMec substrate, 1536-well (AID 1619) | recombinant M17LAP, H-Leu-NHMec fluorogenic kinetic assay; higher % means a stronger effect | one-dose inhibition, % at 30 µM; IC50 in µM for titrated hits | 220,000 compounds, 0.38% hits;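 active = compound inhibiting the enzyme by more than half at any dose during confirmatory dose-response retesting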;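 note: plate controls were full reaction with DMSO carrier for no effect and no enzyme background for full effect; strong numbers were not always called active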
M1AAP inhibition: P. falciparum M1AAP inhibitors, biochemical, fluorogenic H-Leu-NHMec substrate, 1536-well (AID 1445); recombinant M1AAP, H-Leu-NHMec fluorogenic kinetic assay; higher % means a stronger effect; inhibition, % at 30 µM; hits with a dose series show IC50 in µM; 220,000 compounds, 0.42% hits;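 active = primary inhibition above the hit cutoff, then over 50% inhibition at one or more dose response concentrations, cut at about 23% in these data, passing the limit was not always enough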;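 note: plate controls were DMSO full reaction for no effect and no enzyme background for full effect; strong numbers were not always called active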
AID2073: inhibitors of Mint1-CaV2.2 protein interaction, biochemical, HTRF (AID 2073); HTRF protein-protein interaction, Mint1-CaV2.2; higher % means a stronger effect; one-dose inhibition, % at 20 µM; IC50 in µM for titrated hits; 290,000 compounds, 0.19% hits; in the data active = inhibition mostly above about 51%, no sharp cut-off; note: some results filed as inactive read as strong as hits
Dynein cargo inh: dynein cargo transport inhibition | z-score, hits read low | 220,000 compounds, 0.47% hits | 3617.4 mouse cells, GR-EGFP nuclear translocation imaging; test concentration mostly 20 µM; stimulated with dexamethasone, 1 µM; stronger effect = lower value | AID 1381;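 active = plate z-score of nuclear minus cytoplasmic receptor signal below a set negative limit, without overly bright fluorescence or cell loss, cut at about -3.5 in these data, passing the limit was not always enough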;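 note: z-score of nuclear minus cytoplasmic ring GR-EGFP intensity difference per well; some compounds called inactive have numbers as strong as hits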
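Also added: dexamethasone, 1.0 µM final. Medium: tet-free, stripped-serum medium. Detection: fixed, Hoechst-stained cells imaged at 10x for EGFP. Read-out: nuclear-to-cytoplasmic GR-EGFP distribution per well. Times: induction 48 h, compound 1 h, agonist 30 min.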
NOD2 inhibition: inhibition of NOD2-driven NF-kB reporter – cell-based, luminescence, uHTS, HEK293 (AID 1566); HEK293 NOD2/NF-kB luciferase reporter, luminescence; higher % means a stronger effect; inhibition, % at 4 µM; hits with a dose series show EC50 in µM; 290,000 compounds, 0.63% hits; note: many of its hits are not listed in these tables
NOD1 inhibition: inhibition of NOD1-driven NF-kB reporter – cell-based, luminescence, uHTS, primary screen (AID 1578); NOD1-driven NF-kB luciferase reporter cells, luminescence; higher % means a stronger effect; inhibition, % at 4 µM, or EC50 in µM where a hit was titrated; 290,000 compounds, 1% hits; in the data active = inhibition mostly above about 36%, no sharp cut-off; inactive = mostly below about 34%;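 note: HEK-293T reporter cells stimulated with the NOD1 agonist gamma-tri-DAP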
KOR beta-arrestin-1: KOR agonists, beta-arrestin recruitment, primary screen, cell-based, luminescence, uHTS (AID 1777) | KOR beta-arrestin recruitment, luminescence; higher % means a stronger effect | activation, % at 10 µM, or EC50 in µM where a hit was titrated | 280,000 compounds, 0.02% hits; in the data active = activation above about 50%, passing the limit was not always enough; note: a part of the inactive calls stands beside numbers as strong as those of hits
KOR beta-arrestin-2: KOR antagonists, beta-arrestin recruitment, cell-based, luminescence, uHTS (AID 1778); KOR beta-arrestin recruitment, luminescence, antagonist mode; higher % means a stronger effect; inhibition, % at 10 µM; hits with a dose series show IC50 in µM; 290,000 compounds, 0.091% hits; note: strong numbers were not always called active
Dynein cargo inh cytoplasmic EGFP: second read-out of Dynein cargo inh, no call of its own (marks repeat the call); z-score; measured here: cytoplasmic GR-EGFP intensity; stronger effect = higher value
Dynein cargo inh nuclear GR-EGFP: second read-out of Dynein cargo inh, no call of its own (marks repeat the call); z-score; measured here: nuclear GR-EGFP intensity;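 lower value marks the stronger effect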
Dynein cargo inh cell count: recorded beside Dynein cargo inh, whose call it bears; z-score; measured here: cell count per field
* = called active by the depositor; nt = not tested or not shown; [ ] = remark or other dose. Cut-off read from the data, not from the text of the source, unless noted: active = inhibition above about 50%; inactive = the rest.

| smiles | GPR55 activation | P. falciparum M17LAP | M1AAP inhibition | AID2073 | Dynein cargo inh | Dynein cargo inh cytoplasmic EGFP | Dynein cargo inh nuclear GR-EGFP | Dynein cargo inh cell count | NOD2 inhibition | NOD1 inhibition | KOR beta-arrestin-1 | KOR beta-arrestin-2 |
| --- | --- | --- | --- | --- | --- | --- | --- | --- | --- | --- | --- | --- |
| O=C(O)CCC(=O)CCC(=O)c1ccc(Cl)cc1 | -0.1% | 24% | 8% | -1% | -1.1 | -0.4 | -0.34 | 0.86 | 3% | -16% | 3.8% | 4% |
| COc1ccc(CN2C(=O)CS/C2=N/N=C/c2ccccc2)cc1 | -0.1% | 1% | 0% | 0% | -0.012 | -0.26 | -0.27 | -0.14 | -48% | -1% | -0.1% | 2% |
| CCOc1ccccc1C(=O)Nc1cc(C(=O)NCCc2ccccc2)ccc1Cl | -0.1% | 2% | 2% | 14% | -0.16 | -0.2 | 0.41 | 0.33 | -3% | -9% | 3.3% | -48% |
| COc1ccc(C(=O)COc2ccccc2C(N)=O)cc1 | -0.2% | -3% | 3% | -8% | -0.84 | -0.33 | 0.17 | 1.3 | 1% | -31% | -0.8% | -7% |
| O=C(C1CC1)N1CCc2cc(S(=O)(=O)N3CCCc4ccccc43)ccc21 | 0.6% | -8% | 0% | 2% | -1.8 | -0.33 | -0.96 | 5.1 | -14% | 36% | 6.4% | -13% |
| CN(NS(=O)(=O)c1cccs1)c1ncc(C(F)(F)F)cc1Cl | -0.1% | nt | nt | 0% | nt | nt | nt | nt | 11% | -14% | 1.9% | 5% |
| COCC1CCN(C(=O)C2CCC(=O)N(Cc3cccc(F)c3)C2)CC1 (stereo not drawn) | -0.1% | nt | nt | -3% | nt | nt | nt | nt | 7% | -26% | 2.5% | -7% |
| COc1ccc2c3c(c(=O)oc2c1OCC(=O)O)CCCC3 | -0.2% | -11% | 0% | 28% | 0.91 | -0.05 | 0.6 | -0.69 | 19% | -10% | -1.0% | nt |
| COc1cc(C2NC(=O)NC(C)=C2C(=O)NCc2ccccc2)c(Cl)cc1O (stereo not drawn) | -0.1% | 4% | 7% | -1% | -0.2 | -0.34 | -0.0044 | 0.83 | 3% | -2% | 2.8% | -19% |
| C=CCNC(=O)N1c2ccccc2Sc2ccccc21 | -0.3% | nt | nt | -3% | nt | nt | nt | nt | 32% | 5% | -8.2% | 12% |
| Cc1cc(C)n(-c2nnc(NC(C)(C)C)nn2)n1 | 0.2% | 20% | 3% | -8% | -0.48 | -0.15 | 0.7 | 0.47 | -30% | -69% | -1.8% | 8% |
| COCCNC(=O)C1CCCN(c2nn3c(=O)cc(C)nc3s2)C1 (stereo not drawn) | -0.1% | 2% | 2% | 2% | 0.38 | -0.13 | 1 | 0.16 | -1% | -21% | 2.4% | 10% |
| O=C(COc1ncnc2ccccc12)Nc1ccccc1[N+](=O)[O-] | -0.2% | 0% | 0% | -6% | -0.27 | 0.15 | -0.091 | 0.00056 | 2% | -18% | -5.5% | 13% |
| Cc1ccc(Cn2c(=O)n(Cc3ccco3)c(=O)c3ccccc32)cc1 | 0.6% | 11% | -3% | -2% | -0.44 | -0.17 | 0.19 | 0.34 | 5% | -15% | -5.3% | -17% |
| O=C(Nc1ccsc1C(=O)O)c1cccc(C(F)(F)F)c1 | 0.0% | nt | nt | 22% | nt | nt | nt | nt | -64% | 2% | 4.2% | 2% |
| Cc1ccc(-n2ncc3c(=O)n(CC(=O)N(C)C)cnc32)cc1 | 0.2% | nt | nt | 4% | nt | nt | nt | nt | 8% | -22% | 2.2% | -55%[20 µM] |
| O=C(NCc1ccco1)C1CCCN(S(=O)(=O)c2ccc(-n3cnnn3)cc2)C1 (stereo not drawn) | -0.2% | -7% | 7% | 13% | -1 | -0.19 | -0.073 | 0.36 | -6% | 6% | -3.1% | -4% |
| N#Cc1c(-c2ccco2)nc(SCc2ccc(F)cc2)[nH]c1=O | -0.1% | 6% | 21% | 43% | 2.6 | -0.25 | 1.3 | -1.5 | 22% | -11% | -1.4% | 6% |
| COC(=O)C1=C(C)NC(=O)/C1=C\c1ccco1 | -0.2% | 18% | 14% | -7% | 0.89 | -0.17 | 0.071 | -0.56 | 4% | 6% | 2.4% | 10% |
| Cc1cccn2cc(CNS(=O)(=O)c3cccc(F)c3)nc12 | -0.3% | 0% | 5% | -2% | 0.04 | -0.22 | 0.16 | -0.19 | 6% | -6% | -0.2% | -16% |
| C=CCNC(=O)c1ccc(C)c(Br)c1 | 0.4% | 0% | 7% | -3% | -0.58 | 0.69 | -0.36 | -0.33 | -2% | -16% | 3.2% | -51% |
| COc1ccc(C(=O)N/C(=C/c2ccc(Cl)cc2)C(=O)Nc2ccc(C(=O)O)cc2)cc1 | -0.1% | nt | nt | 18% | nt | nt | nt | nt | 0% | -9% | 2.7% | -7% |
| CCOc1ccc(-n2c(SCc3cc(=O)oc4cc(C)ccc34)nnc2-c2cccnc2)cc1 | -0.3% | -4% | 3% | -2% | -0.09 | -0.23 | 0.095 | 0.28 | 18% | -20% | -10% | -10% |
| CSCCC(NC(=O)c1ccc(C)o1)C(=O)O (stereo not drawn) | -0.2% | -6% | 3% | -1% | -0.28 | -0.2 | 0.016 | 0.11 | 10% | -3% | -2.6% | -1% |
| Cc1ccc(C(=O)OCN2C(=O)c3ccccc3C2=O)c(O)c1 | -0.1% | nt | nt | 7% | nt | nt | nt | nt | -11% | -3% | -3.3% | 7% |
| CC(=O)Nc1ccc(S(=O)(=O)N2CCN(Cc3csc(C)n3)CC2)cc1 | -0.1% | nt | nt | 0% | nt | nt | nt | nt | 7% | -15% | -1.1% | 6% |
| CC1=C(C)CC(C(=O)Nc2nc(-c3ccc(C)cc3C)c(C)s2)C(C(=O)O)C1 (stereo not drawn) | -0.1% | 3.7µM* | -1% | 4% | -0.12 | -0.27 | -0.095 | 1.1 | 21% | -11% | -1.4% | 16% |
| COc1ccc(C(=O)c2ccccc2)cc1Br | -0.1% | 20% | 5% | 39% | 0.18 | -0.24 | -0.14 | -0.037 | 4% | 1% | -2.0% | 36% |
| Cc1cccc(NC(=O)c2cc(NC(=O)c3ccccc3)ccc2N2CCCCC2)c1 | -0.1% | -2% | 1% | -2% | 0.32 | -0.075 | 0.19 | 1.1 | 24% | -24% | -2.3% | -5% |
| COc1cc(C(=O)N2CCN(C)C(C)C2)ccc1OC1CCN(C(C)=O)CC1 (stereo not drawn) | -0.1% | nt | nt | 7% | nt | nt | nt | nt | 4% | 1% | -0.4% | -12% |
| c1ccc2sc(N3CCCN(Cc4nc(-c5cnccn5)no4)CC3)nc2c1 | -0.2% | -6% | 2% | -13% | 0.83 | -0.21 | 0.19 | 0.18 | 16% | -20% | -0.1% | -19% |
| COc1ccc(NC(=O)CSc2nnc(CCC(=O)Nc3ccc(C)c(Cl)c3)n2C)cc1 | -0.3% | -7% | -3% | 4% | 0.21 | -0.16 | -0.03 | -0.79 | -4% | -29% | -2.0% | -8% |
| COc1cccc(NC(=O)COc2ccc(C(=S)N3CCN(C)CC3)cc2OC)c1 | -0.1% | nt | nt | 8% | nt | nt | nt | nt | 16% | 22% | -5.4% | 12% |
| CCOC(=O)c1sc2nc(CSCC(=O)OCc3ccc(C(=O)OC)o3)[nH]c(=O)c2c1C | -0.1% | -3% | 1% | 9% | 2.3 | -0.094 | 1.1 | -1.7 | 16% | -18% | -6.7% | 45% |
| O=C(COc1ccc2c(c1)C(=O)CC1(CCCCC1)O2)NCc1ccccn1 | 0.4% | -133% | 14% | 18% | -0.16 | 0.96 | -0.053 | 0.18 | 6% | -16% | 0.9% | -1% |
| COCCN(C(=O)CCC(=O)Nc1cc(C)on1)C(C(=O)NC1CCCC1)c1ccc(C)cc1 (stereo not drawn) | -0.2% | nt | nt | -3% | nt | nt | nt | nt | 43% | -20% | -4.7% | -5% |
| COc1cccc(-c2nnc(NC(C)=O)o2)c1 | -0.1% | 8% | 0% | 5% | -0.36 | -0.79 | 0.14 | 0.13 | -3% | -1% | 0.8% | 20% |
| CCSc1nnc(CNC(=O)C23CC4CC(CC(C4)C2)C3)n1C1CCCCC1 | -0.2% | 9% | -1% | 6% | -0.061 | -0.25 | -0.24 | 0.22 | 6% | 4% | 1.0% | 22% |
| N#Cc1c(-c2ccncc2)c2c([nH]c1=O)-c1ccccc1OC2 | 0.2% | -140% | 9% | 11% | -0.47 | -0.15 | 0.63 | -0.44 | 20% | 3% | -5.4% | 33% |
| O=C(Cn1cnc2c(nnn2Cc2ccc(F)cc2)c1=O)NCc1ccco1 | -0.4% | 11% | 1% | 15% | 2 | -0.13 | 1.9 | -1.8 | 14% | -15% | -0.4% | -12% |
| COc1ccc(C2CC(=O)C3=C(C2)Nc2ccccc2N(C(C)=O)C3c2ccco2)cc1 (stereo not drawn) | -0.2% | 4% | 5% | 9% | -0.35 | -0.13 | -0.093 | 0.18 | 7% | -6% | -4.7% | 31% |
| O=C(O)Cc1ccc(NC(=O)c2ccc(Cl)c(Cl)c2)cc1 | 0.2% | -2% | -4% | -8% | 1.5 | -0.16 | 0.98 | -0.44 | 3% | -21% | -3.8% | -3%[20 µM] |
| Oc1c(/C=N/c2ccccn2)sc2ccccc12 | -0.3% | 5% | 10% | 7% | -0.53 | -0.2 | -0.23 | 0.03 | -166% | -9% | -0.2% | -2% |
| O=C(CCS(=O)(=O)c1ccc(Cl)cc1)Nc1ccc(F)cc1 | 0.0% | nt | nt | 8% | nt | nt | nt | nt | 23% | 0% | -5.0% | 17% |
| CC(CCc1ccccc1)NC(=O)CNC(=S)N(Cc1cccs1)C1CCCC1 (stereo not drawn) | -0.6% | 9% | 2% | -1% | -0.99 | -0.21 | -0.71 | 0.71 | -10% | -19% | -1.6% | -7% |
| CCc1nc(NC(=O)Cc2csc(C)n2)sc1C(=O)OC | 0.8% | nt | nt | 14% | nt | nt | nt | nt | -11% | 9% | 4.6% | -6% |
| COc1ccc(OC)c2[nH]c(=O)c(CCNS(=O)(=O)c3ccc(Cl)cc3)cc12 | -0.1% | -4% | 6% | 29% | 0.41 | 0.14 | 0.38 | -1.1 | 18% | 18% | 3.5% | -27% |
| CCCc1nc2c(C)ccc(C)c2c(N)c1CC | 0.2% | 8% | 0% | 2% | 0.92 | -0.072 | 0.19 | -0.89 | -5% | -26% | -2.1% | -18% |

An excerpt from above, showing only NOD1 inhibition.
smiles	NOD1 inhibition
COc1ccc(CN2C(=O)CS/C2=N/N=C/c2ccccc2)cc1	-1%
CCOc1ccccc1C(=O)Nc1cc(C(=O)NCCc2ccccc2)ccc1Cl	-9%

A portion of the library (hit frequency here may not be typical).
